# High-throughput results: PubChem, several laboratories
# PDI turbidity: inhibitors of human protein disulfide isomerase; inhibition, % at 10 µM; hit rate 0.052% among 350,000; PDI insulin aggregation turbidity, A650, 90 min;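 active = mean inhibition across replicates of 30% or more, whatever share of single replicates reach that level; inconclusive = mean inhibition below 30% while every single replicate reaches 30%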;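 also: absorbance from insulin aggregation driven by PDI reduction with DTT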
# CaV13 FRET inh: Disruptors of the CACNA1D IQ motif to Ca2+-dependent inactivation inhibitor domain association, primary screening, Förster resonance energy transfer in intact living … | inhibition, % at 12.3 µM | hit rate 0.098% among 340,000 | HEK cells, CFP/YFP FRET ICDI-IQ, plate reader, 10 min; percent FRET-ratio fall versus neutral wells | AID 743397;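 active = mean replicate inhibition of at least 30% and at least 1% of replicates passing that level; inconclusive = only one of the two criteria is met; inactive = neither criterion is met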;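 also: 0% = median of the neutral control wells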
# Cardio protect: myocardial damage modulation in H9c2 cells; H9c2 cardiomyocytes, H2O2 injury protection, ATPLite, 2 h; protection from H2O2 cell death, % at 20 µM; hit rate 0.63% among 360,000; AID 588492;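 active = compounds giving at least 50% protection of heart cells from peroxide-induced death in the single-dose screen, raw or plate-pattern-corrected value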;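 also: 0% = DMSO wells with peroxide and 100% = DMSO wells without peroxide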
# ABHD5 PLIN5 PPI: blocks binding of human ABHD5 to perilipin-5 | hit rate 0.78% among 360,000 | inhibition, % at 4 µM | Q00G26+Q8WTS1 | Split G. princeps luciferase complementation, luminescence, 4 h;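 active = inhibition above the mean inhibition across every tested compound plus 3 SD, cut at about 22% in these data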;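 also: 0% = DMSO only wells and the 100% control is not disclosed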
# m5-HT2A agonist: activates the mouse 5-HT2A serotonin receptor. CHO-K1 mHTR2A beta-arrestin complementation, luminescence; percent of 30 µM serotonin response. activation, % at 7.6 µM. hit rate 0.66% among 360,000;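 active = activation above a run cutoff, the mean activation of all tested compounds plus 3 SD, cut at about 14% in these data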;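 also: 0% = plate median of compound wells and 100% = 30 µM serotonin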
# Target sequence (P35363 whole entry, looked up): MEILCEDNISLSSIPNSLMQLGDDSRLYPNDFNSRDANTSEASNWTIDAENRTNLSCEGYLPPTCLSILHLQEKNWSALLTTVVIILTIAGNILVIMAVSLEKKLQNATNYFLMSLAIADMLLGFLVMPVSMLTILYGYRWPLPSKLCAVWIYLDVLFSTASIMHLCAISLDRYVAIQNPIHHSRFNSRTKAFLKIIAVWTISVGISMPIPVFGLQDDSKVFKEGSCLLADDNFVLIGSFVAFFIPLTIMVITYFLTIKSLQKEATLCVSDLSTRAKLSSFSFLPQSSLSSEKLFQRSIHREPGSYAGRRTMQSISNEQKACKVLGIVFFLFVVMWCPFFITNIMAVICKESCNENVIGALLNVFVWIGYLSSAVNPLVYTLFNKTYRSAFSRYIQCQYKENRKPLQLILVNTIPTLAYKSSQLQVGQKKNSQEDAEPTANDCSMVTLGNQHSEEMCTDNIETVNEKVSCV
# Glyco luc inh: blocks N-linked glycosylation in D54 reporter cells. D54 ERlucT glycosylation luciferase reporter, 24 h; percent of 100 nM tunicamycin response. hit rate 0.23% among 360,000. reporter increase, % at 12.5 µM. AID 588692;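 active = mean luciferase reporter signal, scaled so untreated is 0 and the glycosylation-blocking control 100, at or above a set limit in every replicate; inconclusive = mean reaches the limit but not every replicate does; inactive = mean below the limit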;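 also: luciferase carries N-glycosylation sites so blocking glycosylation raises the light; 0% = median of neutral control wells and 100% = median of 100 nM tunicamycin wells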
# MC4R ag barr: human MC4R agonism via beta-arrestin; AID 540308; hit rate 0.98% among 360,000; P32245; activation, % at 8.9 µM; U2OS MC4R beta-arrestin complementation, luminescence; percent of melanotan II response, DMSO zero;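 active = activation above a per-plate cutoff, the mean activation of sample wells on that plate plus 3 SD, cut at about 8% in these data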
# Target sequence (P32245 whole entry, looked up): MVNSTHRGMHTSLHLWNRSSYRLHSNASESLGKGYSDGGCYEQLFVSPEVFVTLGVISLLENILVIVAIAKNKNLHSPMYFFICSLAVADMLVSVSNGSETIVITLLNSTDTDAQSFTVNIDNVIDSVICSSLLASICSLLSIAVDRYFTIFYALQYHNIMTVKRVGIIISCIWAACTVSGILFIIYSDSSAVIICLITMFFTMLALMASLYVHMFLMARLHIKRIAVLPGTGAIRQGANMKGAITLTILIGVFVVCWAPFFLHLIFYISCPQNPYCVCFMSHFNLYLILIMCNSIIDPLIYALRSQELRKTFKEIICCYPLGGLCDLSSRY
# MC4R antag cAMP: antagonists of human melanocortin 4 receptor (MC4R). MC4R-expressing cells, MTII-stimulated cAMP, LANCE TR-FRET. inhibition, % at 6.5 µM. hit rate 0.48% among 360,000;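 active = inhibition above its plate's cutoff, the mean of tested wells on that plate plus 3 SD, cut at about 29% in these data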;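 also: 0% = Melanotan II alone and 100% = Melanotan II plus saturating MCL0020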
#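 Test system: U2OS cells stably expressing human melanocortin 4 receptor (MC4R); also added: Melanotan II challenge; compound: 6.5 µM single dose; timing: 30-min compound preincubation, 1-h Melanotan II challenge, 1-h detection, room temperature; signal: Eu-cAMP/anti-cAMP TR-FRET, emission 671 nm; repeats: one well per compound, no replicates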
# ABCB6 inh MLPCN: blocks the human ABCB6 transporter. hit rate 0.19% among 360,000. AID 602162. Q9NP58. K562-ABCB6 porphyrin accumulation, flow cytometry, 1 h; active compounds read low. fluorescence ratio to DMSO, % at 10 µM;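 active = fluorescence ratio to DMSO below 75%, the collection mean minus 3 SD; inconclusive = too few cells collected in the well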;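 also: signal is porphyrin accumulated inside mitochondria; 100% equals median channel fluorescence of DMSO control wells; lower ratio means ABCB6 inhibition with less porphyrin fluorescence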
# Exocytosis inh: blocks lytic granule exocytosis; TALL-104 LAMP-1 surface exposure, flow cytometry; cells stimulated with thapsigargin and PMA; inhibition, % at 10 µM; hit rate 0.66% among 360,000; AID 651702;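 active = inhibition above about 55%, limit read from the data; inconclusive = no clear call, values can overlap the other calls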
# * = called active by the depositor; ? = inconclusive; nt = not tested or not shown.
Molecule	PDI turbidity	CaV13 FRET inh	Cardio protect	ABHD5 PLIN5 PPI	m5-HT2A agonist	Glyco luc inh	MC4R ag barr	MC4R antag cAMP	ABCB6 inh MLPCN	Exocytosis inh
O=C(c1ccc(Br)cc1)c1cn[nH]c1-c1ccccc1O	11	-4	2	3	0	0	-2.7	4	98	2
CN(Cc1ccccc1)C(=O)COC(=O)c1ccc[nH]c1=O	-5	-6	0	6	7	0	-1.8	4	95	-1
CC1(c2ccc3ccccc3c2)NC(=O)N(CC(=O)Nc2cccc(S(=O)(=O)N3CCOCC3)c2)C1=O (configuration not stated)	?	-5	-3	10	13	-2	-3.2	6	109	0
COc1cccc(NC(=O)C(=O)N2CCOCC2)c1	-45	nt	-3	0	4	0	-2.2	-4	281	-4
Cc1cccc(OCC(=O)N2CCC(N3CCOCC3)CC2)c1	-3	nt	14	6	3	-1	0.5	16	110	-2
CCOc1ccc(-n2c(Cc3cc(=O)[nH]c(=O)[nH]3)nnc2SCC)cc1	1	-5	-6	-4	-4	3	-1.1	-3	100	2
N#Cc1ccc(/C=N/NC(=O)c2ccccc2F)cc1	-2	-4	8	3	3	4	0.0	12	99	0
Cc1ccc(C)c(NC(=O)/C(C#N)=C/c2cn(CC(=O)NCc3ccco3)c3ccccc23)c1	-8	-8	10	3	-1	23	0.3	4	98	-2
CCOc1ccc(-n2nnnc2SCC(=O)N2CCOCC2)cc1	-8	-5	4	3	5	0	1.4	2	99	-1
Cc1ccccc1NC(=O)Cc1nc(COC(=O)CCC(=O)c2ccccc2)cs1	-4	-6	1	5	-2	-1	0.5	12	97	3
Cc1ccc(/C(O)=C/C(=O)C(=O)NNC(=O)C(O)(c2ccccc2)c2ccccc2)cc1	-8	-9	27	-4	10	1	-2.3	-2	92	1
CCN(CC(=O)Nc1ccc(NC(C)=O)cc1)CC(=O)Nc1cccc(Cl)c1	-2	-5	10	1	2	4	-0.3	-5	95	6
Cc1ccc(C2NC(=O)c3c(sc(C)c3C)N2)c(O)c1 (configuration not stated)	0	-6	-2	-3	1	2	-1.9	0	97	-2
CSc1ccc(NC(=O)Nc2cccn(Cc3ccccc3)c2=O)cc1	-63	1	-19	-7	-3	-7	-0.7	-9	100	8
CC(=O)N1CCc2cc(S(=O)(=O)NC(CC(C)C)C(=O)N3CCn4c3nc3ccccc34)ccc21 (configuration not stated)	-1	-4	12	-1	2	0	1.1	2	91	2
NC(=O)C1(N2CCCCC2)CCN(C(=O)NC23CC4CC(CC(C4)C2)C3)CC1	-8	-4	1	-2	1	2	-0.3	2	102	-2
Cc1ccc(-c2csc(C(C)(O)c3cccc(F)c3)n2)cc1C (configuration not stated)	0	-6	-12	-9	1	-2	2.8	6	104	-2
CCC(OC(=O)c1cc2sccc2n1C)C(=O)NCc1ccco1 (configuration not stated)	16	-6	-3	2	-5	-1	1.1	3	97	2
CC(CC(=O)Nc1nc2ccccc2[nH]1)c1ccccc1 (configuration not stated)	-8	-5	-23	4	-1	-4	-0.5	11	97	0
C[C@]12C(=O)N(c3ccc(F)cc3)C(=O)N1[C@@H]1c3ccccc3OC[C@@H]1[C@H]2c1ccccc1	6	-4	-1	0	3	-3	0.0	4	94	14
CCOc1ccc(NS(=O)(=O)c2ccc(OCC)c3ncccc23)cc1	5	-7	-8	7	7	8	2.5	-4	95	-2
COC(=O)c1c(NC(=O)CN2C(=O)NC(CCc3ccccc3)C2=O)sc2c1CCCCC2 (configuration not stated)	10	-5	-8	1	-2	-4	-1.5	4	96	-3
Cc1cn(C2CCCCO2)c(=O)nc1NO (configuration not stated)	-1	-5	-4	4	7	4	0.1	5	92	1
O=C(Cn1nnc2ccccc2c1=O)NCCc1ccc(Cl)cc1Cl	-6	-21	-1	0	-3	2	0.9	-3	103	-1
COc1cc(/C=N/NC(=O)C(Cc2c[nH]c3ccccc23)NC(=O)OCc2ccccc2)cc([N+](=O)[O-])c1O (configuration not stated)	10	-3	-3	6	2	1	-3.9	-8	99	-2
O=C(CSC1=NCCS1)Nc1nc2ccccc2s1	1	-5	-3	-6	0	2	0.9	3	96	1
O=C(Nc1ccccc1C(=O)N1CCOCC1)c1ccc([N+](=O)[O-])cc1	-4	-17	8	-8	-8	0	-0.7	2	91	-10
COCCNC(=O)c1ccc(-c2csc(C)n2)cc1	6	-7	-4	-1	-1	1	-2.7	21	105	-3
Cc1ccc(C(=O)Nc2ccc(C(=O)O)cc2)cc1S(=O)(=O)Nc1cccc([N+](=O)[O-])c1	-4	2	3	-10	5	2	-1.8	10	89	0
Cc1ccccc1OCC(=O)OC(C(=O)c1ccccc1)c1ccccc1 (configuration not stated)	14	1	3	5	0	3	-1.3	-4	103	0
COc1ccc2c(c1)OC(O)(C(F)(F)F)CC2=O (configuration not stated)	0	nt	7	7	0	0	-0.4	5	102	4
N#CCC(=O)N/N=C/c1cn(Cc2cccc3ccccc23)c2ccccc12	0	-4	12	3	3	6	-1.0	10	92	-14
COc1cccc(C(c2cccc(OC)c2)c2ccccc2C(=O)O)c1	-2	-6	2	-1	-1	-3	-0.1	2	98	-2
COc1ccccc1C(CNC(=O)C(CCSC)NS(=O)(=O)c1ccccc1F)N1CCCC1 (configuration not stated)	2	-6	1	0	-7	0	1.2	1	98	-4
O=C(O)C1CCCCC1C(=O)Nc1ccc2c(c1)OCCO2 (configuration not stated)	-2	nt	8	6	1	-14	0.7	8	93	2
C=CCn1c(-c2sccc2C)n[nH]c1=S	-4	-3	4	-1	3	1	-0.3	10	102	?
CC(=O)N1N=C(c2cccs2)CC1c1ccco1 (configuration not stated)	10	-1	6	1	-3	0	-1.7	2	104	0
O=C(CSc1nnc(-c2ccncc2)n1Cc1ccccc1)Nc1nccs1	5	-4	5	-1	-2	0	-1.5	-2	101	0
O=C(CSCc1c(F)cccc1Cl)Nc1cccnc1	5	-1	-1	-2	8	-2	-1.4	1	98	-1
CCOc1ccccc1CN1CCNC(=O)C1CC(=O)NC1CCCCCCC1 (configuration not stated)	1	-5	-3	3	3	0	-1.2	0	101	0
Cc1ccccc1OCCCCCn1ccnc1	11	-6	-8	5	-5	-2	-1.4	-4	88	0
Cn1cc(Cl)c(C(=O)N/N=C/c2ccc3c4c(cccc24)CC3)n1	5	nt	-16	16	-9	-6	-0.9	1	103	-24
CCN(CC)C(=O)Cc1cn(C)c2ccccc12	-3	-17	9	-4	-1	1	-2.3	3	109	-15
CCOC(=O)C1CCN(C(=O)c2ccc(OC)cc2OC)CC1	-4	nt	0	-1	4	-2	-0.5	17	102	2
CN(C)c1ccc(O)c2c1CC1CC3[C@@H](N(C)C)C(=O)C(C(N)=O)C(=O)[C@]3(O)C(=O)C1C2=O (some centres not stated)	1	-5	0	-1	67*	1	0.0	5	118	-2
CC(C)N1C(=O)c2ccccc2C1C(=O)NC1CCCCCC1 (configuration not stated)	-8	-4	3	6	0	-1	-1.0	-3	97	-3
CCCc1nnc(NC(=O)CCC(=O)Nc2ccc(Cl)cc2)s1	-14	-3	2	3	7	2	-2.8	2	86	-2
O=C(c1c(F)cccc1F)N1CCN(c2cccc(C(F)(F)F)c2)CC1	1	-7	1	-1	-7	-3	-0.7	-2	98	1
Cc1nc2ccc(NC(=S)NC3CC3)cc2nc1C	-6	-3	5	5	0	1	-1.2	-7	95	-3
O=C(NCc1ccccn1)C1CCN(S(=O)(=O)c2cnc[nH]2)CC1	0	-4	6	0	4	0	-2.2	6	94	-2

# (listing goes on)
Molecule	PDI turbidity	CaV13 FRET inh	Cardio protect	ABHD5 PLIN5 PPI	m5-HT2A agonist	Glyco luc inh	MC4R ag barr	MC4R antag cAMP	ABCB6 inh MLPCN	Exocytosis inh
Cc1cccc(NC(=O)NCCN2C(=O)C3C4C=CC(C4)C3C2=O)c1 (configuration not stated)	nt	-2	0	2	-1	-1	-1.0	8	103	-1
O=C(COC(=O)c1cc(Cl)cc(Cl)c1)NCc1ccco1	-8	-5	5	5	7	1	0.4	-2	97	16
CCCc1nnc(NC(=O)c2cccs2)s1	0	-5	-1	3	3	-1	-0.6	-2	121	2
COc1cccc(/C=C/C(=O)OCC(=O)NCCC2=CCCCC2)c1	-3	4	-9	0	4	1	1.1	-1	94	0
CCCCNC(=O)C1(C)CCN1C(=O)c1ccc(F)c(C)c1 (configuration not stated)	-4	-5	1	-2	3	-2	-1.7	6	95	0
COc1cc2nc(CN3CCC(C(O)(c4ccccc4)c4ccccc4)CC3)[nH]c(=O)c2cc1OC	-2	-3	19	-4	2	6	-1.0	14	98	0
CC(NC(=O)c1cc2c(s1)CS(=O)(=O)C2)c1ccccc1 (configuration not stated)	6	-16	1	0	-4	-2	-2.3	5	101	-1
O=C(Cn1ncc2c1-c1ccccc1OC2)Nc1nc2ccccc2s1	10	-6	-5	-1	-1	-3	4.8	6	104	-8
COc1ccc(C(=O)COC(=O)CN2C(=O)C3C4C=CC(C4)C3C2=O)cc1 (configuration not stated)	3	-2	3	3	-4	1	-1.2	1	94	-1
Cc1oc(-c2cccc(Cl)c2)nc1CN1CCC(C(=O)N2CCN(c3ccccn3)CC2)CC1	nt	nt	-24	1	-1	-3	2.0	11	96	5
Fc1ccccc1-c1nc(N2CCCCC2)c2ccccc2n1	-3	-4	-7	-4	-5	-4	-0.7	6	94	2
O=C(Cc1ccccc1)NCCc1cnc[nH]1	13	-3	2	7	-3	2	0.0	6	100	-9
O=C(NNS(=O)(=O)c1cccc(Cl)c1Cl)c1cccc(S(=O)(=O)N2CCOCC2)c1	12	-3	0	10	2	0	-0.4	6	95	-1
CCCCOC(C)n1cc(F)c(=O)[nH]c1=O (configuration not stated)	1	-2	10	0	6	2	0.0	5	101	4
O=c1[nH]c2ccccc2cc1-c1nnn(-c2ccccc2)n1	-3	-10	0	3	-6	1	-0.8	5	96	9
O=C(NC1CC1)c1cc2c(s1)-c1ccccc1OC2	12	-9	-15	-3	-9	-2	-0.3	14	100	12
Cc1ccc(NS(=O)(=O)c2ccc3c(c2)NC(=O)CO3)cc1	-1	-2	-12	-2	0	0	1.7	14	105	0
COc1ccc(C(=O)NC2CCCCCC2)cc1S(=O)(=O)Nc1ccc(Br)cc1	-13	nt	7	7	4	-1	4.2	2	95	-1
COc1ccccc1NC(=O)COc1ccc2c(c1)OCO2	1	-2	-8	7	-5	-1	1.2	17	101	-14
CCCOc1ccc(F)cc1-c1cc(C(=O)Nc2ccc(C(C)C)cc2)[nH]n1	16	-13	-1	2	-3	55*	21*	8	93	0
